Screens deposited in PubChem by National Center for Advancing Translational Sciences (NCATS).
IkB signaling = IkB pathway inhibition in ABC-DLBCL cells. ABC-DLBCL IkBa-CBG/CBR dual luciferase ratio, 4 h; response scale: scaled: untreated 0%, proteasome inhibitor 100%. Potency, µM (series often up to 57.1 µM), inactives show top-dose IkBa stabilization activation. 0.04% of 110,000 active. AID 445; active = well fitted curve in the direction sought with a large enough effect in the signal ratio, not every such curve was filed as active; inconclusive = small, poorly fitted or top-dose-only effect, or a change in a side signal; the % refers to the signal ratio;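 also: the direction sought is a rising ratio; 0% = basal untreated cells and 100% = reference inhibitor full response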
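In this assay, an IκBα–CBG68 fusion accumulates when IKK-driven degradation is blocked; native CBR normalizes for cell number. OCI-Ly3 cells were treated 4 h with compound and doxycycline, then green and red light read after Chroma-Glo addition.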
Peg3 imprint = inducers of genomic imprint erasure in mouse ES cells | mouse ES Peg3-LacZ reporter, beta-gal luminescence, 40 h | Potency, µM (doses to about 60.7 µM), for inactives: at the highest dose activity change, positive = activation, hits mostly activators | 0.02% of 110,000 active | AID 1948;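 also: 0% = negative control wells on the plate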
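Each well holds 300 Peg3LacZ-Neo (maternal) female ES cells incubated 40 h at 37C, 5% CO2. LacZ is measured by BetaGlo luminescence, with AC50 and maximum efficacy derived from dose-response curves.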
p53ts 32C tox = p53ts cell cytotoxicity, permissive temperature; H1299-p53A138V at 32C, ATP luminescence viability, 24 h; 0.93% of 130,000 active; AID 924; Potency, µM (top dose mostly 46.1 µM), inactives show at the top dose activity change, negative = cytotoxicity, most hits filed as cytotoxic;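 also: 0% = DMSO and -100% = full killing by reference compound; nearly all actives have a fitted effect of over 55% in size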
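ATP-content luminescence (ATPlite) read-out after 24 h compound exposure at 32C in H1299-p53A138V cells (600/well). Tested up to 46 uM. Normalized to DMSO (0%) and 100 uM tamoxifen (100% killing); Hill-fit AC50.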
p53ts 39C kill = cytotoxicity in p53ts cells at nonpermissive temperature | H1299-p53A138V viability at 39C, ATP luminescence, 24 h | Potency, µM (series often up to 46.1 µM), for the others: top-dose activity change, negative = cell killing, actives largely listed as cytotoxic | 1.5% of 130,000 active | AID 902; also: nearly all actives have a fitted effect of over 55% in size
Active calls of the source: *; ? = inconclusive; / = not tested or not shown; [ ] = another dose, or the depositor's remark. Unless noted, calls follow the shape of the dose curve; as a rule, active = well fitted curve in the direction sought with a large enough effect; inconclusive = small, poorly fitted or top-dose-only effect, or another doubt; inactive = no such curve, though single readings can be large; an effect the other way counts as inactive or inconclusive. Unless noted, % is scaled to controls: 0 for no effect and ±100 for the full control effect; potency is read from the fitted curve at half-maximal effect.

SMILES | IkB signaling | Peg3 imprint | p53ts 32C tox | p53ts 39C kill
NC(=O)C1CCN(CCCNC2CC(=O)N(Cc3ccc(N4CCCC4=O)cc3)C2=O)CC1 (configuration not stated) | -2.1% | -9% | -2% | 10%
Cc1ccc(C(=O)N2Cc3ccccc3CC2C(=O)O)cc1 (configuration not stated) | 0.3% | 1% | -1% | 2%
COc1ccc(C(=O)N2CCC[C@@]3(CCN(C(=O)Nc4cccc(C#N)c4)C3)C2)cc1 | -1.6%[11.4 µM] | / | 1% | -4%
COc1ccc(C2C(=O)N(C3CCC(C)CC3)CC(=O)N2C2CCCCC2)cc1OC (configuration not stated) | 1.7% | -12%[10.9 µM] | 6% | -17%
O=C1CC(C(=O)Nc2ccc(Br)cc2)C2(CCCC2)O1 (configuration not stated) | 1.8% | 3% | 0% | -1%
COc1ccccc1NC(=O)COC(=O)CC(C)(C)CC1=NS(=O)(=O)c2ccccc2N1 | ? | -22%[10.9 µM] | -3% | -1%
COC(=O)c1ccc(NC(=O)C(C)Sc2nc(=O)cc(N)n2CCc2ccccc2)cc1 (configuration not stated) | ? | -3%[10.9 µM] | -6% | 15%
Cc1cccc(Cn2c(CNS(=O)(=O)c3ccc(C(C)C)cc3)nc3cccnc32)c1 | 5.5% | 13%[10.9 µM] | -9% | -29%
CCCNS(=O)(=O)c1cc(-c2nnc3c4ccccc4c(C)nn23)ccc1OC | 3.8% | -10%[10.9 µM] | 0% | -2%
Cc1c(C(=O)NCc2cccnc2)oc2ccc(S(=O)(=O)N3CC(C)CC(C)C3)cc12 (configuration not stated) | 2.2% | -1% | 4% | -3%
CCOc1ccc(NC(=O)c2oc3ccccc3c2NC(=O)C2CCCCC2)cc1 | ? | -11%[10.9 µM] | 6% | 2%
O=C(CC1SC(=O)N(c2ccccc2)C1=O)Nc1ccccc1 (configuration not stated) | ? | -16% | 2% | 7%
CCCC(=O)Nc1ccc(NC(=O)C23CC4CC(CC(C4)C2)C3)cn1 | -0.4% | -12% | 1% | -3%
CCOC(=O)c1sc2nc(SCC(=O)NCc3ccco3)n(Cc3ccccc3)c(=O)c2c1C | 0.8% | -10% | 1% | -7%
Cc1cccc(N2CCN(C(c3ccc(N(C)C)cc3)c3nnnn3C(C)(C)C)CC2)c1C (configuration not stated) | / | / | 1% | 42%[activator]
COc1cccc2cc(C(=O)N3CCN(c4ncccn4)CC3)c(=O)oc12 | 12% | 0% | 8% | 9%
COc1ccc(NC(=O)c2ccc(CN3CCN(c4ccccc4)CC3)cc2)cc1 | -1.3% | 14% | -1% | 6%
CCOC(=O)C1(CC)NC(c2cccc(F)c2)C2C(=O)N(CC)C(=O)C21 (configuration not stated) | 0.3% | -5% | -2% | 10%
COc1cc(C)c(CN2CCCCC2CO)cc1C (configuration not stated) | 0.0% | -3% | -2% | 9%
COc1ccccc1OCCSc1ncnc2nc[nH]c12 | 0.0% | -17% | 0% | -8%
O=C(Nc1ccc(NC(=O)c2cccs2)cc1)c1cccc(Br)c1 | -0.8% | -16%[10.9 µM] | 3% | 8%
O=C(NC1CCCCC1)N(Cc1cc2cc3c(cc2[nH]c1=O)OCCO3)CC1CCCO1 (configuration not stated) | -0.2% | -10% | 3% | -8%
CN(Cc1cc(Br)cc(Br)c1N)C1CCCCC1 | / | -17% | 3% | -1%
CCCc1c(O)nc(SC2CC(=O)N(c3cc(OC)ccc3OC)C2=O)[nH]c1=O (configuration not stated) | 2.0% | 0% | -2% | 8%
CCOC(=O)C1CCCN(CCC(=O)Nc2ccc(F)c(F)c2)C1 (configuration not stated) | 1.0% | -14% | -9% | -4%

Grouped by structure: those above containing fluorine (two)
SMILES | IkB signaling | Peg3 imprint | p53ts 32C tox | p53ts 39C kill
CCOC(=O)C1(CC)NC(c2cccc(F)c2)C2C(=O)N(CC)C(=O)C21 (configuration not stated) | 0.3% | -5% | -2% | 10%
CCOC(=O)C1CCCN(CCC(=O)Nc2ccc(F)c(F)c2)C1 (configuration not stated) | 1.0% | -14% | -9% | -4%

Additional structures follow:
SMILES | IkB signaling | Peg3 imprint | p53ts 32C tox | p53ts 39C kill
Cc1ccc(CN(Cc2cccnc2)C(=O)CN2C(=O)COc3ccccc32)o1 | -0.2% | -11% | -5% | 7%
O=C(CCc1ccc(S(=O)(=O)N2CCOCC2)cc1)OCc1nc2ccccc2s1 | ? | 3% | -3% | 8%
CCCn1nnc(NC(=O)c2ccc(Cl)cc2Cl)n1 | -1.0% | -31%[inhibitor] | ? | ?
Cc1ccc(Cn2c(SCc3ccc(C(=O)N4CCCCCC4)cc3)nc3ccncc32)cc1 | ? | -6%[10.9 µM] | -8% | -26%
Cc1cc(=O)[nH]c2cc(Cl)ccc12 | -3.9% | 3% | ? | 0%
CCOC(=O)CSc1nc2ccc(N3CCOCC3)cc2c(=O)n1Cc1ccc2c(c1)OCO2 | 0.4% | -11% | 4% | 1%
COc1cc(OC)cc(C(=O)Nc2ccc3c(c2)OCCO3)c1 | ? | -79%[inhibitor][10.9 µM] | 13µM* | 4µM*
O=c1c(-c2cccc(Cl)c2)nc2cncnc2n1Cc1ccccc1 | -3.6%[11.4 µM] | -13% | 4% | -8%
Cc1cc(O)c(C(c2cccc(Cl)c2)N2CCN(c3ccccc3)CC2)c(=O)n1Cc1ccco1 (configuration not stated) | ? | -7%[10.9 µM] | 6% | -13%
Cc1cccc(C2CC(c3ccc(Br)cc3)Nc3nc(N)nn32)c1 (configuration not stated) | -1.4% | -18% | 4% | -9%
CCCn1nc(C(=O)N2CC(=O)Nc3ccccc32)c2ccccc2c1=O | -1.3% | -13% | 14% | -17%
COc1ccccc1NC(=O)CSc1ncn[nH]1 | -2.5% | -6% | 8% | 13%
COc1ccc(C(=O)n2nc(-c3ccc(Cl)cc3)nc2N)cc1OC | 11% | -8% | -9% | -14%
CC(C)(C)C1CCc2c(sc(NC(=O)c3ccncc3)c2C(=O)Nc2ccccc2Cl)C1 (configuration not stated) | 2.8% | -11%[10.9 µM] | 7% | 16%
CCC(C(=O)O)n1ccc2cc(S(=O)(=O)N3CCCCC3)ccc21 (configuration not stated) | 1.9% | 8%[10.9 µM] | 7% | -12%
CC(C)C(NS(=O)(=O)c1ccc2c(c1)oc(=O)n2C)C(=O)N1CCN(Cc2ccccc2)CC1 (configuration not stated) | 1.4% | 0% | -2% | 7%
CCCC(=O)c1c(C)c2ccccc2n1C | -5.3% | 10% | -15% | 8%
Cc1c(C(=O)N2CCC(C)CC2)c(S(=O)(=O)N(Cc2ccccc2)C(C)(C)C)c(C)n1C | -0.2% | -13%[10.9 µM] | 7% | -21%
COC(=O)CSc1nc2cc(C)cc(C)c2cc1C#N | -0.8% | -8% | 6% | 4%
CN1CCN(C(=O)c2cc(-c3ccccc3)on2)CC1 | ? | -37%[inhibitor] | -14% | 4%
COc1ccc(S(=O)(=O)Nc2nc(C(F)(F)F)cs2)cc1 | 2.0% | -11% | -1% | -12%
Cc1ccc(Nc2c3c(nc4ncnn24)CCC3)cc1 | 0.6% | 9% | 1% | -5%
COc1n[nH]c2nncnc12 | 0.7% | -4% | 2% | -1%
COc1ccccc1CNC(=O)C(=O)NCC(c1ccco1)S(=O)(=O)c1ccc(C)cc1 (configuration not stated) | ? | -9%[10.9 µM] | -1% | -10%
COc1cccc(Nc2sc(C(=O)c3ccc4c(c3)OCO4)c(N)c2S(=O)(=O)c2ccccc2)c1 | -0.7% | -10%[10.9 µM] | 12% | -3%
(continued)
SMILES | IkB signaling | Peg3 imprint | p53ts 32C tox | p53ts 39C kill
NC(=O)Nc1n[nH]c(-c2ccccc2)n1 | -0.7%[11.4 µM] | -12%[10.9 µM] | 0%[9.22 µM] | -5%[9.22 µM]
O=C(Cn1c(=O)n(-c2ccccc2Cl)c(=O)c2sc3ccccc3c21)N1CCCC1 | ? | -7%[10.9 µM] | 7% | -12%
CC(C)[C@@H]1NC(=O)[C@H](CCCCN)NC(=O)[C@H](Cc2c[nH]c3ccccc23)NC(=O)[C@H](Cc2ccc(O)cc2)NC(=O)[C@H](C)N(C)C(=O)[C@H](Cc2ccccc2)NC1=O | -2.6% | / | 23% | 11%
Fc1ccc(C2=CC(c3ccc(F)cc3)n3c(nc4ccccc43)N2)cc1 (configuration not stated) | ? | -21%[10.9 µM] | 10µM* | 13µM*
Oc1ccc(-c2n[nH]c(=S)n2Cc2ccccc2)cc1 | -1.2% | -3% | 17% | 7%
O=S1(=O)c2ccccc2N(Cc2cccc(Cl)c2)c2ccccc21 | 2.1% | -12%[10.9 µM] | 9% | -13%
COc1cccc(C(=O)NCCn2ccc3ccccc32)c1 | 0.2% | -24% | ? | ?
Clc1ccc(SCCCCn2ccnc2)cc1 | -1.0% | -20% | 45%[activator] | 3%
COc1ccccc1N1CCN(C(CNS(=O)(=O)c2ccc(C)cc2)c2cccnc2)CC1 (configuration not stated) | 1.7% | -11% | -5% | -4%
COC(=O)c1[nH]c2ccc(Br)cc2c1NC(=O)CN1CCN(C2CCCCC2)CC1 | ? | -30% | ? | -28%
CCOC(=O)c1cc(-c2ccc(C)cc2)n(CC(=O)Nc2cc(C)ccc2C)c1C | -0.1% | -11%[10.9 µM] | 3% | -11%
COc1ccc(N2CCN(C(=O)C3CCN(Cc4nc(-c5ccc(Cl)cc5)oc4C)CC3)CC2)cc1 | -0.4% | -12%[10.9 µM] | -6% | -9%
Cc1ccn2c(=O)cc(COc3ccc(NC(=O)COc4ccc(C)c(C)c4)cc3)nc2c1 | 0.5% | -5%[10.9 µM] | 1% | 6%
O/N=C1\CC2(Cc3nonc31)OCCO2 | 0.9% | -4% | 4% | 7%
Cc1cccc(N(C)C(=O)CCNS(=O)(=O)c2ccc3c(c2)CCN3C(=O)C2CC2)c1 | ? | -9%[10.9 µM] | 16% | -21%
Cc1cccc(CCNC(=O)c2ccc(CSCc3cccc(Cl)c3)o2)c1 | ? | ? | 15% | -9%
Cc1c(Cl)cccc1NC(=O)N1CCOc2ccccc21 | -0.6% | -9%[10.9 µM] | 14% | 1%
Cn1c(=O)c2c(nc(CN3CCc4ccccc4C3)n2Cc2ccccc2)n(C)c1=O | -0.9% | -16% | 12% | 26%
CCCCCSc1nnc2c(n1)OC(c1ccc(C)s1)N(C(C)=O)c1ccccc1-2 (configuration not stated) | ? | -9%[10.9 µM] | 18% | -9%
CC(=O)N1CCC2(CCCN(C(=O)Nc3cccc(F)c3)C2)CC1 | 0.9%[11.4 µM] | / | -6% | -10%
Cc1nc(N[C@@H](Cc2c[nH]c3ccccc23)C(=O)O)c2oc3ccccc3c2n1 | 3.6% | -13% | -1% | 2%
COc1ccccc1CNC(=O)C(=O)NCC(c1ccco1)S(=O)(=O)c1cccs1 (configuration not stated) | ? | -7%[10.9 µM] | -5% | -11%
COc1ccc(OC)c(NC(=O)CCc2c(C)nc3c(c(C)nn3C(C)(C)C)c2C)c1 | ? | -9%[10.9 µM] | -2% | 3%
CCOC(=O)N1CCN(C(=O)c2c(O)c3cccc4c3n(c2=O)CC4)CC1 | 0.0% | 0% | 4% | 7%
Nc1cc(-c2nc3ncccc3o2)ccc1Cl | / | / | -24% | 5%
O=C(O)[C@H]1CN(C/C=C/P(=O)(O)O)CCN1 | / | -3% | 0% | 0%

Some of these compounds in order of count of non-hydrogen atoms, rising:
SMILES | IkB signaling | Peg3 imprint | p53ts 32C tox | p53ts 39C kill
CCCn1nnc(NC(=O)c2ccc(Cl)cc2Cl)n1 | -1.0% | -31%[inhibitor] | ? | ?
COc1ccc(S(=O)(=O)Nc2nc(C(F)(F)F)cs2)cc1 | 2.0% | -11% | -1% | -12%
COc1cccc(C(=O)NCCn2ccc3ccccc32)c1 | 0.2% | -24% | ? | ?
CC(=O)N1CCC2(CCCN(C(=O)Nc3cccc(F)c3)C2)CC1 | 0.9%[11.4 µM] | / | -6% | -10%
CCCC(=O)Nc1ccc(NC(=O)C23CC4CC(CC(C4)C2)C3)cn1 | -0.4% | -12% | 1% | -3%
Cc1cccc(CCNC(=O)c2ccc(CSCc3cccc(Cl)c3)o2)c1 | ? | ? | 15% | -9%
Cc1nc(N[C@@H](Cc2c[nH]c3ccccc23)C(=O)O)c2oc3ccccc3c2n1 | 3.6% | -13% | -1% | 2%
